Screening data deposited in PubChem by several laboratories.
PfHsp90 yeast 2 – growth inhibition of PfHsp90-expressing yeast, primary screen, antimalarial PfHsp90 inhibitor project, S. cerevisiae, BacTiter-Glo luminescence, single point, set 2; BacTiter-Glo ATP, 48 h; yeast lacking PDR1 and PDR3 efflux regulators; inhibition, % at 9.4 µM; actives 0.32% (n = 310,000); AID 504621, 2011;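 active = every replicate shows inhibition above about 80%, whatever the replicate mean, limit read from the data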;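 also: 0% = DMSO neutral controls and 100% = 20 µM radicicol positive controls; yeast relying on Plasmodium falciparum Hsp90 in place of its own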
PKA-R1A act – activators of PKA-R1A holoenzyme, primary screen, biochemical, fluorescence polarization, Cy5-IP20, bovine R1A, mouse PKAc. PKA-R1A dissociation; scaled: DMSO 0%, 113 µM cGMP 100%. activation, % at 11.4 µM. actives 0.083% (n = 340,000). AID 504707, 2011;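 active = percent activation above the mean of all tested compounds plus 3 SD, cut at about 19% in these data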;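 also: higher means more PKAc released from R1A so a rise in polarization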
phage Ecoli inh – growth loss of phage-infected E. coli, primary screen, RecBCD inhibitor project, absorbance, with phage, HTS; actives 0.26% (n = 360,000); AID 651602, 2012; inhibition, % at 11.9 µM; in the data active = inhibition above about 11%
MOR-DOR ag – agonists of OPRM1-OPRD1 heterodimerization, primary screen, cell-based, luminescence; Mu-type opioid receptor (Homo sapiens) + Delta-type opioid receptor (Homo sapiens), …; actives 0.3% (n = 340,000); cells; activation, % at 9.3 µM; in the data active = activation above about 18%;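 also: 0% = vehicle-treated cells and 100% = reference agonist; values of inactives mirror those of a sister screen read the other way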
Target sequence (P35372 whole entry, looked up): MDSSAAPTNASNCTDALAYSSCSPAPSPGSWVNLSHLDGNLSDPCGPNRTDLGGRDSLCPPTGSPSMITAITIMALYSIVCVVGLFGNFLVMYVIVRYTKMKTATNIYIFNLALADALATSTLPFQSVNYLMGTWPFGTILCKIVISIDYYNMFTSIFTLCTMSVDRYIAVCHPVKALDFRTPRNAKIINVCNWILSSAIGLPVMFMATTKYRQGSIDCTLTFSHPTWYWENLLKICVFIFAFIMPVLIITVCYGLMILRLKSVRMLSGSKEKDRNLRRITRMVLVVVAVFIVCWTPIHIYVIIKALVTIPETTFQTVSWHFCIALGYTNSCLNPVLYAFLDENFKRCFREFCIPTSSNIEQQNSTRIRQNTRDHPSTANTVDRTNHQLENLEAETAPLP
Target sequence (P41143 whole entry, looked up): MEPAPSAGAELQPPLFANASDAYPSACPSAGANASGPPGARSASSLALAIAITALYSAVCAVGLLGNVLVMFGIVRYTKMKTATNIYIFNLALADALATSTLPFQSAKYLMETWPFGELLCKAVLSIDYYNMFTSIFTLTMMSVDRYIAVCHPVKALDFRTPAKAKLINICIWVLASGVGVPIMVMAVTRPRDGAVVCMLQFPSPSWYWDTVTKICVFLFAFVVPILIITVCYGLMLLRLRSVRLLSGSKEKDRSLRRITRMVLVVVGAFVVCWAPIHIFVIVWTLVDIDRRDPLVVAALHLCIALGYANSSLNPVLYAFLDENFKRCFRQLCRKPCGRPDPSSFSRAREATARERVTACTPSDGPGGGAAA
DSG3 Ab inh – inhibitors of pemphigus antibody binding to DSG3, primary screen, biochemical, bead-based, flow cytometry, scFv-GFP; DSG3-coupled beads, scFv-anti-DSG3-GFP binding; stronger effect = lower value; Desmoglein-3 (Homo sapiens), P32926; actives 0.48% (n = 310,000); binding (percent of control), % at 10 µM;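 active = binding more than 3 SD below its plate's average and above zero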;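 also: hits lower antibody fragment binding to DSG3; some compounds called inactive have numbers as strong as hits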
HTR5A ag – HTR5A agonists in luminescence cell assay, primary screen, counter-screen for OPRM1-OPRD1 heterodimer agonist project, full-deck HTS. 5-hydroxytryptamine receptor 5A (Homo sapiens), P47898. cell-based. activation, % at 9.3 µM. actives 0.61% (n = 340,000); in the data active = activation mostly above about 9.5%, no sharp cut-off; inactive = mostly below about 7.6%;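 also: 0% = cells with vehicle only and 100% = reference agonist; strong numbers were not always called active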
Ecoli viability – E. coli V3065 growth inhibition, primary screen, counter-screen for AddAB inhibitor project, absorbance, OD600; 18 h; inhibition, % at 11.9 µM; actives 0.27% (n = 330,000);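 active = inhibition above the campaign's mean inhibition across all tested compounds plus 3 SD, cut at about 9.9% in these data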;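 also: uninfected addAB+ strain grown without phage in ampicillin broth; 0% = DMSO wells and 100% = ciprofloxacin 0.95 µg/ml wells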
OPRM1-OPRD1 inv – inverse agonists of MOR-DOR heterodimerization, primary screen, cell-based, luminescence; cell-based MOR-DOR heterodimer luminescence, inverse agonism; inhibition, % at 9.3 µM; actives 0.21% (n = 340,000); in the data active = inhibition above about 22%, passing the limit was not always enough;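 also: 0% = cells with DMSO and 100% = wells without cells with DMSO; values of inactives mirror those of a sister screen read the other way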
AddAB inh – growth inhibition of E. coli expressing H. pylori AddAB, primary screen, AddAB inhibitor project, absorbance | AID 435030, 2010 | inhibition, % at 11.9 µM | actives 0.29% (n = 330,000); in the data active = inhibition above about 12%;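 also: 0% = vehicle wells of infected cells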
HTR5A inv ag – HTR5A inverse agonists in luminescence cell assay, primary screen, counter-screen for OPRM1-OPRD1 heterodimer inverse agonist project, full-deck HTS; AID 504634, 2011; HTR5A cell line, inverse agonism; actives 0.083% (n = 340,000); 5-hydroxytryptamine receptor 5A (Homo sapiens), P47898; inhibition, % at 9.3 µM; in the data active = inhibition mostly above about 23%, no sharp cut-off; inactive = mostly below about 18%;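 also: 0% = cells with DMSO and 100% = no-cell wells with DMSO; some compounds called inactive have numbers as strong as hits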
Mot1-301 SUMO – yeast Mot1-301 growth rescue at high temperature, primary screen, SUMOylation pathway inhibitor project, S. cerevisiae, ATP luminescence, 38.5C. S. cerevisiae Mot1-301 growth rescue; percent above DMSO median, 100 means doubled. growth rescue, % at 18.8 µM. actives 1% (n = 320,000). AID 2716, 2010;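 active = every valid replicate shows activation above 250% relative to neutral control wells; inactive = the rest, any valid replicate at or below 250%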;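 also: OY570 slx delta 5 strain wells were the positive control but not used for scaling; some compounds called inactive have numbers as strong as hits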
* = called active by the depositor; · = not tested or not shown. Rows are unselected; 3.2% or so of the library scored in one or more.

SMILES	PfHsp90 yeast 2	PKA-R1A act	phage Ecoli inh	MOR-DOR ag	DSG3 Ab inh	HTR5A ag	Ecoli viability	OPRM1-OPRD1 inv	AddAB inh	HTR5A inv ag	Mot1-301 SUMO
O=c1[nH]c(CN2CCOCC2)nc2cc(Cl)ccc12	14.9	1.0	5.2	-2.7	94.5	-1.3	-0.4	14.0	3.8	3.5	167.0
CCn1c(=O)c(C(=O)NCc2ccccc2OC)c(O)c2ccccc21	0.6	0.5	2.1	-0.7	99.7	1.9	-0.9	3.4	0.8	-7.0	11.5
CC(=O)NC(CC(=O)NCCCn1ccc2ccccc21)c1ccccc1 (configuration not stated)	20.4	-3.5	-1.5	-0.8	101.5	-0.9	0.8	4.7	3.1	28.8	-11.8
CS(=O)(=O)c1ccc(-c2sc3ccccc3c2C(=O)NCCCN2CCOCC2)cc1	-10.8	-6.0	3.7	-1.6	111.5	2.3	-0.4	7.5	3.0	-8.0	·
Nc1ccc(C(=O)OCCCc2nc3cc4ccccc4cc3[nH]2)cc1	4.3	-5.5	2.1	-3.7	102.7	3.8	-0.9	18.9	-0.1	5.5	267.2
NNC(=O)Cn1c(-c2nonc2N)nc2ccccc21	-10.3	4.6	1.9	·	97.8	·	2.2	·	4.1	·	-9.6
COc1ccc(S(=O)(=O)N(C)c2ccc(C(=O)N3CCOCC3)cc2)cc1OC	3.8	-1.9	-0.5	0.4	101.7	3.1	-0.4	-2.3	0.9	-8.2	-19.1
COc1ccccc1CNC(=O)CCC(=O)n1ncc2cc(C)ccc21	10.7	-13.3	1.3	-1.9	97.3	8.1	-1.5	11.5	2.6	-24.6	28.1
COc1cc(-c2nc(S(=O)(=O)c3ccc(C)cc3)c(N(C)C)o2)cc(OC)c1OC	2.7	0.6	2.7	-1.4	92.1	6.6	-2.3	8.3	1.1	-7.9	7.6
COc1ccc(NS(=O)(=O)c2ccc3c(c2)CCC(=O)N3)c(OC)c1	-8.0	8.0	·	1.9	104.8	3.8	2.2	-10.2	2.0	-24.4	-4.7
C/C=C/C(=O)N1c2ccccc2C(C)=CC1(C)C	4.6	-0.4	4.3	-0.3	108.1	-2.2	2.5	1.8	0.4	6.1	-14.2
C=CCNc1nc(N2CCCC2)nc2ccccc12	15.8	-5.0	2.1	0.9	102.9	-5.7	-0.1	-4.5	2.9	14.6	-1.1
c1n[nH]c(NCc2ccc3c(c2)OCO3)n1	1.6	-10.9	6.8	-0.1	100.4	-3.1	3.1	0.3	2.4	8.6	19.4
CC(=O)Nc1ccc(S(=O)(=O)Nc2cc(S(=O)(=O)N3CCCCC3)ccc2O)cc1	·	1.5	1.3	-0.4	·	1.4	·	2.4	·	21.9	·
O=C(COc1ccc2c3c(c(=O)oc2c1)CCCC3)NCc1cccnc1	-0.5	-2.7	1.7	-1.4	·	2.8	1.9	7.3	0.9	-0.6	-4.6
Cc1ccc(Nc2ncnc(N)n2)cc1	-6.5	-1.4	-1.9	0.9	102.3	-1.4	-1.4	-4.7	-3.4	4.1	-1.5
CC12CCC(C(=O)Nc3ccccc3Br)(C/C1=N\O)C2(C)C (configuration not stated)	14.0	-1.0	2.0	-2.3	102.9	1.7	-0.2	11.4	5.0	-21.3	-4.4
Cc1ccc(NC(=S)NCC(C)CSc2ccc(Cl)cc2)cc1 (configuration not stated)	-3.1	-10.0	5.0	2.4	90.8	-1.4	1.6	-12.7	0.9	-37.2	2.1
O=C(Cc1ccc([N+](=O)[O-])cc1)N1N=C2CCCCC2C1(O)C(F)(F)F (configuration not stated)	-11.5	·	-0.4	·	91.1	·	-0.9	·	-2.6	·	9.4
CCOc1ccc(NC(=O)CN(C)C(=O)c2ccc(=O)[nH]c2)cc1OCC	-2.9	-6.2	2.4	-2.9	·	-4.2	·	15.7	·	2.4	-8.2

An excerpt from above in order of their number in phage Ecoli inh, smallest number first.
structure	PKA-R1A act	phage Ecoli inh	MOR-DOR ag	DSG3 Ab inh	OPRM1-OPRD1 inv	Mot1-301 SUMO
COc1ccc(S(=O)(=O)N(C)c2ccc(C(=O)N3CCOCC3)cc2)cc1OC	-1.9	-0.5	0.4	101.7	-2.3	-19.1
C/C=C/C(=O)N1c2ccccc2C(C)=CC1(C)C	-0.4	4.3	-0.3	108.1	1.8	-14.2
Cc1ccc(NC(=S)NCC(C)CSc2ccc(Cl)cc2)cc1 (configuration not stated)	-10.0	5.0	2.4	90.8	-12.7	2.1

Later entries
SMILES	PfHsp90 yeast 2	PKA-R1A act	phage Ecoli inh	MOR-DOR ag	DSG3 Ab inh	HTR5A ag	Ecoli viability	OPRM1-OPRD1 inv	AddAB inh	HTR5A inv ag	Mot1-301 SUMO
Cn1c(=O)c2c(nc(SCC(=O)c3cccs3)n2Cc2ccc(F)cc2)n(C)c1=O	-13.9	0.6	1.2	1.7	88.8	10.0	0.5	-9.4	0.9	-25.8	-11.6
COc1cc(-c2nnc(NC(=O)CCS(=O)(=O)c3ccc(F)cc3)o2)cc(OC)c1OC	24.5	7.5	2.7	-2.6	111.5	4.7	1.4	14.5	1.9	-11.9	1.8
CCOc1ccc2oc(C(=O)OCC(=O)NC3CCCC3)c(C)c2c1	15.5	-15.9	1.1	-1.1	·	1.2	-1.6	4.3	3.1	-3.0	-13.7
CN(C)C(CNC(=O)c1cccc(S(=O)(=O)N2CCN(c3ccccc3)CC2)c1)c1ccccc1 (configuration not stated)	9.6	-10.8	-1.0	4.1	118.3	-4.0	·	-17.1	·	9.7	·
C=Cc1cc2c(cc1O)CCC1C2CCC2(C)C(O)CCC12 (configuration not stated)	-2.7	1.0	-0.9	-1.1	94.4	-0.7	·	5.9	·	2.8	·
CC(C)NS(=O)(=O)c1ccc(NC(=O)C(C)OC(=O)C2CCC2)cc1 (configuration not stated)	·	-4.5	1.2	-3.2	101.4	6.3	0.9	12.3	0.9	12.2	-6.9
COCCC(=O)NC12CC3CC(CC(C3)C1)C2	·	0.5	3.4	-1.7	99.6	-0.8	-3.7	9.3	-0.3	1.5	-15.8
CCn1c(=N)n(CC(=O)c2ccc(OC)c(OC)c2)c2ccccc21	-20.5	3.1	·	-1.6	93.1	-2.7	0.7	8.6	0.9	-30.7	0.1
O=S(=O)(NCC1CCN(c2ccc(S(=O)(=O)N3CCOCC3)cc2)CC1)c1ccc(F)cc1	-3.8	-8.4	1.3	-1.4	114.0	-3.7	3.3	7.7	4.2	10.5	-3.2
O=C(COC(=O)Cc1ccsc1)Nc1cccc(F)c1	-16.2	-5.0	2.3	-1.5	106.4	1.5	-1.1	5.8	1.9	-3.9	-11.1
CC1=NOC(=O)/C1=C/c1ccc(O)c(Br)c1	-14.0	3.4	1.7	-2.0	111.8	1.2	-4.6	9.2	0.7	-4.2	-21.4
Cc1cc(C)n2c(SCc3ccc(Br)cc3)nnc2n1	·	·	0.7	·	100.2	·	-0.6	·	-1.6	·	-31.5
CC(=O)N1c2c(cc(Br)cc2S(=O)(=O)N2CCN(c3ccccc3F)CC2)CC1C (configuration not stated)	-4.3	-0.6	1.2	2.0	116.3	5.4	1.9	-15.8	1.3	-16.1	-7.3
COc1cc(NC(=O)C2CCN(c3cnccn3)CC2)cc(OC)c1OC	2.7	-12.0	2.1	-2.7	110.1	1.4	0.4	13.6	3.0	-6.1	-15.2
CCCc1c(C(=O)N/N=C/c2ccncc2)nnn1-c1nonc1N	-12.0	7.3	2.4	-0.2	96.4	-0.5	·	0.8	·	1.8	·
COc1ccccc1N1CCN(C(c2cccs2)C(C)NS(=O)(=O)c2ccccc2)CC1 (configuration not stated)	4.5	-1.3	2.8	5.0	107.8	-1.4	-0.3	-27.4	0.3	-0.3	-5.0
Cc1nnc(SCC(=O)Nc2ccc(F)cc2F)n(N)c1=O	14.3	-3.0	1.2	-0.7	104.5	2.2	-0.8	3.6	1.3	-5.4	-0.4
CC1CCN(C(=O)c2cc(S(=O)(=O)N3CCCCC3)c[nH]2)CC1	-64.7	10.6	2.1	-1.2	99.7	3.4	0.9	7.3	3.2	-9.9	-18.4
CCCC1OC23CCCCC2C(C#N)(C(=N)O3)C1(C#N)C#N (configuration not stated)	-32.2	-5.0	3.4	0.1	99.5	-3.0	-0.6	-0.5	-0.7	-23.7	8.7
CC(=O)N1CCN(C2=NC(=O)/C(=C/c3ccc(OS(=O)(=O)c4ccccc4)cc3)S2)CC1	0.4	0.2	0.7	-0.8	95.7	-1.7	-2.8	3.8	1.2	21.5	8.4
O=S(=O)(c1ccc2c(c1)OCCO2)N1CCCN(S(=O)(=O)c2c(F)cccc2F)CC1	4.9	5.4	1.8	0.9	105.3	2.8	1.1	-5.1	1.1	-7.4	10.8
Cc1cccc(C(=O)Nc2cc(C)ccc2NC(=O)COc2ccccc2)c1	-11.7	1.0	2.4	0.3	100.9	0.3	1.3	-1.7	2.3	-0.8	-3.2
O=C1CC(Cc2ccc(Cl)cc2)C(=O)N1c1ccccn1 (configuration not stated)	4.1	-6.2	2.1	-2.2	94.8	2.8	-1.2	12.8	0.2	-5.0	153.1
O=C(COC(=O)/C=C/c1ccc(C(F)(F)F)cc1)NCCC1=CCCCC1	0.1	-9.0	2.1	-1.0	102.3	1.1	-0.5	5.3	2.4	-9.2	89.4
COc1ccc(S(=O)(=O)N2CCC(C(=O)N[C@H](C(=O)NCc3ccncc3)C(C)C)CC2)cc1	2.3	3.0	-4.0	0.5	·	-0.3	1.9	-2.7	5.1	1.8	8.3
CCCn1cnnc1CNC(=O)C1CCC(=O)N(CCc2ccc(OC)cc2)C1 (configuration not stated)	-25.1	16.0	3.6	-3.0	105.2	-1.2	1.5	15.3	-3.9	-21.0	-3.2
O=C(Nc1ccc2nc(N3CCOCC3)sc2c1)c1ccc(F)cc1	-6.5	-2.8	-1.1	0.7	93.1	2.9	2.5	-2.7	0.1	-7.2	3.8
CC(=O)NCCc1nc2cc(NS(=O)(=O)c3ccccc3)ccc2n1C	4.6	-3.6	2.1	-2.8	102.4	0.2	-0.3	12.4	-0.7	-0.9	-7.9
CN(CCN(C)C(=O)c1[nH]cnc1C(=O)Nc1ccccc1)C(=O)c1[nH]cnc1C(=O)Nc1ccccc1	3.6	-12.0	0.3	-0.9	101.9	-1.7	1.8	5.4	2.8	-23.9	-7.9
O=C(CN(Cc1cccs1)C(=O)CNS(=O)(=O)c1ccc(Cl)cc1)NCC1CCCO1 (configuration not stated)	-24.5	11.8	2.6	-2.4	·	-1.0	-0.2	11.1	1.4	2.5	·
Nc1nnc(-c2cccc([N+](=O)[O-])c2)s1	1.5	·	4.3	·	102.5	·	-0.5	·	3.1	·	4.2
